EBV LMP1 NFkB: EBV LMP1-driven NF-kappaB luciferase reporter inhibitors, primary screen, cell-based, luminescence, single point | LMP1-induced NF-kappaB luciferase reporter cells | inhibition, % at 12.5 µM | actives 0.69% (n = 350,000) | AID 504558, 2011; in the data active means inhibition above about 41%; inconclusive means no clear call, values can overlap the other calls;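 further: 0% = neutral control wells and 100% = reference inhibitor control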
NR2F2 inh: NR2F2 transcriptional activity inhibitors, primary screen, cell-based, luciferase reporter, HEK293T, luminescence | COUP transcription factor 2 (Homo sapiens), P24468 | HEK293T NGFI-A luciferase reporter | inhibition, % at 8.6 µM | actives 0.7% (n = 370,000);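 active means inhibition above a per-plate cutoff, mean inhibition of test wells between control levels plus 3 SD, cut at about 38% in these data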;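 further: cells cotransfected with COUP-TFII expression vector driving the NGFI-A reporter; 0% = median of COUP-TF2 test wells and 100% = reporter-only cells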
Target sequence (P24468 whole entry, looked up): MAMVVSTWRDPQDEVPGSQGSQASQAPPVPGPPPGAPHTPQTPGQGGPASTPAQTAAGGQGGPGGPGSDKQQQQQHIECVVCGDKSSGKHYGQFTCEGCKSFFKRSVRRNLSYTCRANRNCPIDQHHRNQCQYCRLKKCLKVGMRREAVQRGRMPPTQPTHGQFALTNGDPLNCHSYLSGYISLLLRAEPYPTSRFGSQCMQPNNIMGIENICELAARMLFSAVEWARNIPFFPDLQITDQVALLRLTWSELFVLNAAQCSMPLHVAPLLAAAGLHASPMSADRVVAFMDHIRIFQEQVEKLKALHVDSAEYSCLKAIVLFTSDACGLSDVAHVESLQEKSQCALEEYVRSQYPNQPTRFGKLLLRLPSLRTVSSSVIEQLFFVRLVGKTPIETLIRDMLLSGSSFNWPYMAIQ
SRC3 inh: SRC3 coactivator transcriptional activity inhibitors, primary screen, cell-based, luminescence. AID 588352, 2011. HEK293 GAL4-SRC3 luciferase reporter. inhibition, % at 3.6 µM. actives 0.17% (n = 360,000). Nuclear receptor coactivator 3 (Homo sapiens), Q9Y6Q9;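 active means inhibition above a per-campaign cutoff, the mean of all compounds plus 3 SD, cut at about 60% in these data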;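 further: 0% = DMSO-treated cells and 100% = gossypol-treated cells at 36 µM; higher means less SRC3-driven luciferase light from the GAL4 reporter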
TRAIL sens C8: viability loss with TRAIL in NB7+C8 cells, primary screen, TRAIL sensitizer project, cell-based, ATPlite luminescence; inhibition (viability loss, TRAIL sensitization), % at 10 µM; actives 1% (n = 360,000);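 active means compounds causing at least 50% loss of cell viability in the single-dose screen, relative to plate controls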
LRH-1 inv ag: LRH-1 (NR5A2) inverse agonists, primary screen, cell-based, luminescence, HEK293T, StAR-luciferase reporter; actives 0.13% (n = 360,000); LRH-1 transfected, 24 h; Nuclear receptor subfamily 5 group A member 2 (Homo sapiens), O00482; inhibition, % at 3.6 µM;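 active means inhibition above the mean inhibition of all tested compounds plus 3 SD, cut at about 73% in these data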;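 further: 0% = DMSO wells and 100% = reporter-only cells lacking LRH-1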
Target sequence (O00482 whole entry, looked up): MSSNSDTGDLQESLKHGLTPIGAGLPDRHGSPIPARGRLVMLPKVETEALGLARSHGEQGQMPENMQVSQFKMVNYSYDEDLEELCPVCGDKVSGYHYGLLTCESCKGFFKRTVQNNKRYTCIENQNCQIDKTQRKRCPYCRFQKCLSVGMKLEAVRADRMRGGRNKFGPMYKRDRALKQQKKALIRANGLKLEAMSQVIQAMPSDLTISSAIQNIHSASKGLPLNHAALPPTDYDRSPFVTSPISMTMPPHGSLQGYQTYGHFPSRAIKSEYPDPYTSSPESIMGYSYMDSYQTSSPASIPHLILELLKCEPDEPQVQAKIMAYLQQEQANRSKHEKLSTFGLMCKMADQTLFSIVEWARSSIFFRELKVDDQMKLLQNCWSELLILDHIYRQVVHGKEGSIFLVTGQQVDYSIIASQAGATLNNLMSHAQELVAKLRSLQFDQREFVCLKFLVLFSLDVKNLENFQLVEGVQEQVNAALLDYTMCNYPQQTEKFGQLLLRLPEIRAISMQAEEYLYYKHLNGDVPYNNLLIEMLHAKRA
NOD2 RIPK2 PPI: NOD2-RIPK2 binding disruptors in cells, primary screen, fluorescence, CHO cells, BLA complementation; Receptor-interacting serine/threonine-protein kinase 2 (Homo sapiens), O43353; CCF4 ratio; inhibition, % at 4.98 µM; actives 0.38% (n = 360,000); in the data active means inhibition above about 21%;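 further: 0% = vehicle only and 100% = reference blocker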
TLR9-MyD88 block: inhibitors of TLR9-MyD88 association in cells, primary screen, cell-based, CHO, BLA complementation, fluorescence | CCF4 FRET ratio | AID 504734, 2011 | inhibition, % at 4.98 µM | Toll-like receptor 9 (Homo sapiens) + Myeloid differentiation primary response protein … | actives 0.21% (n = 340,000);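 active means inhibition above the mean over all tested compounds plus 3 SD, cut at about 21% in these data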;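 further: 0% = DMSO only wells and 100% = clavulanate BLA inhibitor control wells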
NCOA2 inhibitor: inhibition of GAL4-SRC2 driven luciferase reporter, primary screen, SRC2 inhibitor project, cell-based, luminescence | Nuclear receptor coactivator 2 (Homo sapiens), Q15596 | inhibition, % at 9 µM | HEK293 GAL4-SRC2 luciferase reporter | AID 651957, 2012 | actives 0.17% (n = 370,000);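 active means inhibition above the mean inhibition of all tested compounds plus 3 SD, set per campaign, cut at about 52% in these data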;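 further: 0% = DMSO treated cells and 100% = cells given Gossypol at 36 µM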
Vif imaging: HIV Vif self-association inhibitors, primary screen, imaging, HEK293T, single point; HEK293T cells, Vif self-association by quenched fluorescence, 24 h; inhibition, % at 7.49 µM; actives 0.35% (n = 340,000); AID 602346, 2012; in the data active means inhibition above about 50%, passing the limit was not always enough; inconclusive means no clear call, values can overlap the other calls; inactive means below about 31%; further: some results filed as inactive read as strong as hits
SRC1 inh: SRC1 coactivator transcriptional activity inhibitors, primary screen, cell-based, luminescence; inhibition, % at 3.6 µM; Nuclear receptor coactivator 1 (Homo sapiens), Q15788; HEK293 GAL4-SRC1 luciferase reporter; actives 0.12% (n = 360,000);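 active means inhibition above the campaign mean plus 3 SD, with each screening campaign given its own cutoff, cut at about 60% in these data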;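 further: 0% = DMSO treated cells and 100% = gossypol at 36 µM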
TROY NFkB inh: inhibitors of TROY-driven NF-kB signaling, primary screen, Q293 LMP1-TROYcd cells, NF-kB luciferase, uHTS; inhibition, % at 10 µM; AID 1347056, 2019; Q293 LMP1-TROYcd NF-kB luciferase reporter, 4 h; actives 0.98% (n = 360,000);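 active means compounds whose plate-normalised and pattern-corrected inhibition of the luciferase reporter signal at the single screening dose is 50% or more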
Starred values were filed as active, the others as inactive; ? = inconclusive; . = no result given.

SMILES	EBV LMP1 NFkB	NR2F2 inh	SRC3 inh	TRAIL sens C8	LRH-1 inv ag	NOD2 RIPK2 PPI	TLR9-MyD88 block	NCOA2 inhibitor	Vif imaging	SRC1 inh	TROY NFkB inh
Cc1ccc(Cl)cc1-n1c(=O)cc(N2CCN(C(=O)c3ccco3)CC2)[nH]c1=O	2	-9	18	-14	1	-7	-4	-26	?	1	6
COC(=O)c1c(C)cc(O)cc1O	-1	-16	-4	2	-27	0	-6	7	13	-19	-13
CCCCOC(=O)c1ccc(S(N)(=O)=O)o1	8	-2	3	2	-23	-3	7	-2	-2	1	-18
Cc1cccc(N(C(=O)c2ccc(CN3CCOCC3)o2)C(C(=O)NC(C)(C)C)c2ccc(F)cc2)c1 (stereo unspecified)	10	7	0	-10	9	-10	-4	5	2	-23	8
O=C1C=C(c2ccc3c(c2)OCCO3)C[C@@H](c2ccc(F)cc2)C1	-8	-8	-17	7	-4	-3	2	-5	-7	-14	-43
COc1ccc(OC)c(/C=N/NC(=O)C(=O)N2CCCC2)c1	5	-6	9	0	-13	-19	8	1	1	9	4
CCn1c(=O)c([N+](=O)[O-])c(NCCCn2ccnc2)c2ccccc21	-3	0	1	-16	-15	6	2	-4	-4	12	2
CCOC(=O)C1CCN(c2ccc([N+](=O)[O-])cc2S(=O)(=O)N2CCOCC2)CC1	-1	-2	3	-4	0	6	-8	-23	17	-13	2
CCN(CC)S(=O)(=O)c1cc(C)ccc1NC(=S)Nc1cccnc1	4	28	9	8	15	-5	-16	1	-12	0	13
COc1ccccc1C(=O)NCCOc1ccc(C)c(C)c1	8	1	2	8	-10	-5	-1	-20	-3	-19	7

One compound at a time (already shown).
Results for `O=C1C=C(c2ccc3c(c2)OCCO3)C[C@@H](c2ccc(F)cc2)C1` = EBV LMP1 NFkB = -8; NR2F2 inh = -8; SRC3 inh = -17; TRAIL sens C8 = 7; LRH-1 inv ag = -4; NOD2 RIPK2 PPI = -3; TLR9-MyD88 block = 2; NCOA2 inhibitor = -5; Vif imaging = -7; SRC1 inh = -14; TROY NFkB inh = -43
Results for `COc1ccccc1C(=O)NCCOc1ccc(C)c(C)c1` = EBV LMP1 NFkB = 8; NR2F2 inh = 1; SRC3 inh = 2; TRAIL sens C8 = 8; LRH-1 inv ag = -10; NOD2 RIPK2 PPI = -5; TLR9-MyD88 block = -1; NCOA2 inhibitor = -20; Vif imaging = -3; SRC1 inh = -19; TROY NFkB inh = 7

New compounds follow:
SMILES	EBV LMP1 NFkB	NR2F2 inh	SRC3 inh	TRAIL sens C8	LRH-1 inv ag	NOD2 RIPK2 PPI	TLR9-MyD88 block	NCOA2 inhibitor	Vif imaging	SRC1 inh	TROY NFkB inh
CCCC(=O)N(c1ccc(C(=O)O)cc1)c1nc(-c2ccccc2)c(C)s1	-2	3	-5	1	0	-5	3	15	-11	-26	1
COc1ccc(NC(=O)CN2C(=O)c3ccccc3Sc3ccc(C(=O)N4CCOCC4)cc32)c(OC)c1	2	-4	9	-7	11	-4	8	14	-13	-38	11
O=C(COC(=O)/C=C/c1ccc(F)cc1)Nc1cccc(S(=O)(=O)N2CCCC2)c1	2	1	4	-10	-12	-16	-3	-6	-4	8	21
COc1ccccc1NS(=O)(=O)c1cc(NC(=O)c2ccccc2[N+](=O)[O-])ccc1N1CCOCC1	12	0	-10	-2	15	-12	1	-27	9	-1	7
Cc1ccc(N2CC(C(=O)N3CCCCC3)CC2=O)cc1C (stereo unspecified)	3	-4	9	-14	-9	-2	-36	6	-3	13	-12
COc1ccc(-c2nnn(CC(=O)OC3CCCCC3)n2)cc1OC	5	1	14	1	14	5	3	-18	1	-10	3
Cc1ccc(NC(=O)N2CCCC(c3nc(-c4ccc(F)cc4)no3)C2)cc1 (stereo unspecified)	-3	-7	-4	-1	-20	-16	-3	-19	-5	-14	-11
O=C(c1ccc([N+](=O)[O-])cc1)N(Cc1cccs1)C1CCS(=O)(=O)C1 (stereo unspecified)	-1	20	8	-25	13	-4	6	-3	?	1	2
COc1ccc(OC)c(/C=C/C(=O)OCC(=O)Nc2ccc3c(c2)OCCO3)c1	1	1	15	-2	8	-3	10	15	-3	-5	21
Cc1cc(C)nc(N2CCCC(C(=O)NCCc3ccccc3F)C2)n1 (stereo unspecified)	-2	4	5	11	13	-2	4	4	.	12	3
O=C(O)CC(NC(=O)C1CCCCC1)c1ccc(OC2CCCC2)cc1 (stereo unspecified)	-4	-13	8	-1	-9	-9	9	-18	-7	-7	13
CCOCCCNC(=O)NC(=O)CN1CCN(S(=O)(=O)c2ccc3c(c2)OCCO3)CC1	-7	2	11	3	8	0	9	16	-4	9	-9
O=C(NC(=S)N1CCCCC1)c1csc([N+](=O)[O-])c1	0	-13	-5	1	-7	-10	.	-13	.	1	-52
Cc1cccc2c1cnn2C(=O)Nc1ccccc1Cl	-33	-19	-46	12	-10	1	6	-21	-4	-26	-6
Cc1cccc(N(CC(N)=O)C2SC(=O)N(c3ccccc3)C2=O)c1 (stereo unspecified)	0	-2	-9	-1	-29	-10	5	-30	7	-1	5
O=C(C[C@H]1C/C=C\CC[C@H](Cc2ccc(F)cc2)C(=O)OCCNC1=O)NCCO	-1	3	2	3	-2	-2	-6	0	-4	-8	5
COc1ccccc1N1CC(C)(C)C(=O)N(C(=O)c2ccc(Cl)cc2)C1=S	13	-13	10	4	-14	3	-7	-21	7	-9	36
CC(C)OCCCNc1nc2c(cnn2C)c(=O)[nH]1	-7	7	-5	-10	6	8	-1	13	3	1	9
CCCc1[nH]nc2c1C(C1CCCCC1)C(C#N)=C(N)O2 (stereo unspecified)	-4	13	18	16	-13	6	4	17	-2	6	7
Cc1ccc(C(=O)C2CC2)cc1C	3	5	-3	-1	-6	0	2	-19	11	-6	-14
O=C(Nc1ccc(Cl)c(C(F)(F)F)c1)N1CCCC(O)C1 (stereo unspecified)	-1	10	10	-10	9	4	-12	-2	8	-9	-22
CC(C)Sc1nc(SCC(=O)O)c2c3c(sc2n1)COC(C)(C)C3	-10	-14	-8	5	-4	-17	-9	-23	-2	-10	-44
CC(=O)Nc1ccc(NC(=O)N2CCCCC2)cc1	-3	-13	9	2	15	1	-8	-16	-1	-24	-11
COc1ccc(C(=O)NCC(=O)OCC(=O)NC2CCCCCC2)cc1OC	2	-18	-5	19	5	2	-4	11	0	-4	17
COc1cc(O)cc2occ(-c3ccc(O)cc3)c(=O)c12	4	-23	-13	10	-25	1	2	-25	-18	-4	-32
Nc1nc(SCC(=O)NCc2ccc3c(c2)OCO3)n[nH]1	-2	18	12	-3	3	-9	-6	18	-9	10	10
COc1ccc(F)cc1CN1CCN(C(=O)CCC(=O)Nc2nnc(C(C)C)s2)CC1	10	8	5	-4	-10	-6	-2	-3	-1	-1	-1
COc1ccc(CNC(=O)Nc2ccc(C)cc2)cc1	-6	-15	-56	-10	-25	1	3	-63	0	-44	-18
COCCNC(=O)c1ccc(CN2CCc3ccccc3C2)cc1	-1	7	4	4	-9	5	0	11	-12	-24	-3
COc1ccccc1C(=O)NC(CCSC)C(=O)N1CCN(C(C)=O)CC1 (stereo unspecified)	4	-8	9	-4	-23	-6	-15	1	-2	0	-4

4 entries from above, ordered by formula weight, lowest first.
SMILES	EBV LMP1 NFkB	NR2F2 inh	SRC3 inh	TRAIL sens C8	LRH-1 inv ag	NOD2 RIPK2 PPI	TLR9-MyD88 block	NCOA2 inhibitor	Vif imaging	SRC1 inh	TROY NFkB inh
CC(=O)Nc1ccc(NC(=O)N2CCCCC2)cc1	-3	-13	9	2	15	1	-8	-16	-1	-24	-11
COc1cc(O)cc2occ(-c3ccc(O)cc3)c(=O)c12	4	-23	-13	10	-25	1	2	-25	-18	-4	-32
CC(C)Sc1nc(SCC(=O)O)c2c3c(sc2n1)COC(C)(C)C3	-10	-14	-8	5	-4	-17	-9	-23	-2	-10	-44
COc1ccc(C(=O)NCC(=O)OCC(=O)NC2CCCCCC2)cc1OC	2	-18	-5	19	5	2	-4	11	0	-4	17

More results follow:
SMILES	EBV LMP1 NFkB	NR2F2 inh	SRC3 inh	TRAIL sens C8	LRH-1 inv ag	NOD2 RIPK2 PPI	TLR9-MyD88 block	NCOA2 inhibitor	Vif imaging	SRC1 inh	TROY NFkB inh
COCCN(CC(=O)Nc1cccc(C)c1C)C(=O)c1oc2ccccc2c1C	-9	15	-31	17	-15	1	-9	-6	26	3	-15
COc1cccc(C(=O)Nc2ccc(N(C)C)cc2)c1OC	-7	-45	-83	10	-111	0	-1	-18	-2	-156	-47
COc1cc(Cl)c(C)cc1NC(=O)CCCN1C(=O)CCC1=O	3	-7	-1	-13	-7	3	10	-25	-3	-20	5
Cc1ccccc1S(=O)(=O)NCC1CCCO1 (stereo unspecified)	-2	3	.	-3	.	.	-10	-27	2	.	2
CCOC(=O)c1ccc(-n2cc(C(=O)c3cccnc3)nn2)cc1	-8	1	12	-17	-21	-3	-10	-22	7	14	-10
O=C(Nc1ccccc1)c1ccc(NCCc2ccccc2)c([N+](=O)[O-])c1	-14	-44	2	5	-19	-6	13	-48	8	-5	-27
O=C(c1cc(Br)ccc1Cl)N1CCN(c2ccccn2)CC1	6	-3	1	11	-29	1	-1	0	-3	7	-25
O=C(CNC(=O)c1ccco1)NNC(=O)c1cccc(Cl)c1	-1	16	-19	0	-14	-5	-13	26	-1	6	-10
CCOC(=O)c1c(/N=C/c2ccc(C)cc2O)sc2c1CCC2	0	2	22	0	2	1	1	-38	8	4	-7

These rows are one share of the data (hit frequency here may not be typical).
